ERK EGF inh: qHTS Assay for Inhibitors of the ERK Signaling Pathway using a Homogeneous Screening Assay; Stimulation with EGF; HEK293-V1b, EGF-stimulated phospho-ERK AlphaScreen; Potency, µM (doses to about 11.5 µM), for the others: top-dose activity change, negative = inhibition, hits mostly inhibitors; 130,000 compounds, 0.41% hits; active = well fitted inhibition curve with a large enough effect; inconclusive = small, poorly fitted or top-dose-only effect, or effect the other way;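 also: plate controls were stimulated vehicle wells for no effect and unstimulated vehicle basal for full effect; nearly all actives have a fitted effect of over 55% in size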
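After overnight plating in 1% FBS, HEK293-V1b cells received test compound for half an hour, then a 5 min pulse of EGF (25 nM); ERK phosphorylation in lysates was read by bead-based AlphaScreen.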
The depositor's hits bear a star; ? = inconclusive; & = joins results of further samples; [ ] = dose if it differs, or a comment. Potency is read from the fitted curve at half-maximal effect. Only part of the results is shown; count on the stated rates, not on these rows.

SMILES	ERK EGF inh
CCOC(=O)C1CCCN(C(=O)c2cn(CC(C)C)c(=O)c3cc(OC)c(OC)cc23)C1 (configuration not stated)	10%
CC(C)(C)NC(=O)CN(C(=O)CS(=O)CC(=O)Nc1ccc(F)cc1)c1cccc(F)c1 (configuration not stated)	7%
NCC(O)CN(c1ccccc1)c1ccccc1 (configuration not stated)	-3%
Cc1ccc(C2=C/C(=C\c3cccnc3)C(=O)O2)cc1	-12%
CC(C)[C@H]1CC[C@@H](C)C(C(=O)c2ccccc2)C1=O (some centres not stated)	25%
CCCCNC(=S)N(C)/N=C/c1c(F)cccc1F	-13%
CCn1ccnc1[C@@H]1C[C@H]2CN(c3ccccc3OC)C(=O)[C@]23CCCN13	-12%
CCC(=O)Nc1ccc(Cl)c(NC(=S)NC(C)=O)c1	0%
CC(=O)c1cccc(N=c2scc(-c3ccc(S(=O)(=O)N4CCOCC4)cc3)n2CCO)c1	-1%
CC1(C)CC(C)(c2ccc(O)cc2O)N(c2cccc(Cl)c2)C(=S)N1 (configuration not stated)	-4%
CCN(CC)C(=O)N1CCN(C(=O)N(CC)CC)CC1	9%
Cc1onc(-c2c(Cl)cccc2Cl)c1COC(=O)c1ccc(Cl)cc1[N+](=O)[O-]	-6%[57.5 µM]
Cn1c(=O)c2c(nc(N3CCNCC3)n2Cc2ccccc2Cl)n(C)c1=O	2%
Nc1ncnc(SCc2c(F)cccc2Cl)n1	3%[57.5 µM]
O=C(N/N=C/c1ccccn1)c1[nH]c2ccc([N+](=O)[O-])cc2c1-c1ccccc1	?
Cc1cc(C(=O)O)ccc1-n1c(C)cc(C=C2C(=O)c3ccccc3C2=O)c1C	0%[57.5 µM]
O=C(NCCCn1ccnc1)c1ccc(N2CCCCC2)c([N+](=O)[O-])c1	5%
Cc1ccc2c(Cl)cc(Cl)c(OCC(=O)N(C(C)C)C(C)C)c2n1	5%
Cc1cccc(OCCNc2cc(N3CCN(C)CC3)ccc2[N+](=O)[O-])c1	6%
CCOc1cc(N2CCOCC2)c(OCC)cc1NC(=O)COC(=O)c1cccc2ccccc12	8%
CCS(=O)(=O)N1CCC(N2CCC(C)CC2)CC1	-5%[57.5 µM]
Cc1c(C=O)c2ccccc2n1CC(=O)N1CCc2ccccc2C1	-3%
O=C1/C(=C\c2ccccc2Cl)SC(=S)N1CCC(=O)N1CCCc2ccccc21	5%
c1ccc(CSc2nnc3ccc(-c4ccco4)nn23)nc1	0%
CCCN1CCN(C(=O)Cn2cccc2C(=O)c2ccccc2)CC1	11%

Shown comma-delimited: entries from further up.
SMILES,ERK EGF inh
CCOC(=O)C1CCCN(C(=O)c2cn(CC(C)C)c(=O)c3cc(OC)c(OC)cc23)C1 (configuration not stated),10%
CC(C)(C)NC(=O)CN(C(=O)CS(=O)CC(=O)Nc1ccc(F)cc1)c1cccc(F)c1 (configuration not stated),7%
NCC(O)CN(c1ccccc1)c1ccccc1 (configuration not stated),-3%
Cc1ccc(C2=C/C(=C\c3cccnc3)C(=O)O2)cc1,-12%
CC(C)[C@H]1CC[C@@H](C)C(C(=O)c2ccccc2)C1=O (some centres not stated),25%
CCCCNC(=S)N(C)/N=C/c1c(F)cccc1F,-13%
CCn1ccnc1[C@@H]1C[C@H]2CN(c3ccccc3OC)C(=O)[C@]23CCCN13,-12%
CCC(=O)Nc1ccc(Cl)c(NC(=S)NC(C)=O)c1,0%
CC(=O)c1cccc(N=c2scc(-c3ccc(S(=O)(=O)N4CCOCC4)cc3)n2CCO)c1,-1%
CC1(C)CC(C)(c2ccc(O)cc2O)N(c2cccc(Cl)c2)C(=S)N1 (configuration not stated),-4%
CCN(CC)C(=O)N1CCN(C(=O)N(CC)CC)CC1,9%
Cc1onc(-c2c(Cl)cccc2Cl)c1COC(=O)c1ccc(Cl)cc1[N+](=O)[O-],-6%[57.5 µM]
Cn1c(=O)c2c(nc(N3CCNCC3)n2Cc2ccccc2Cl)n(C)c1=O,2%
Nc1ncnc(SCc2c(F)cccc2Cl)n1,3%[57.5 µM]
O=C(N/N=C/c1ccccn1)c1[nH]c2ccc([N+](=O)[O-])cc2c1-c1ccccc1,?
Cc1cc(C(=O)O)ccc1-n1c(C)cc(C=C2C(=O)c3ccccc3C2=O)c1C,0%[57.5 µM]
O=C(NCCCn1ccnc1)c1ccc(N2CCCCC2)c([N+](=O)[O-])c1,5%
Cc1ccc2c(Cl)cc(Cl)c(OCC(=O)N(C(C)C)C(C)C)c2n1,5%

The list goes on:
SMILES	ERK EGF inh
Cc1cccc(C)c1NC(=O)C(c1ccc([N+](=O)[O-])cc1)N(C)C(=O)c1ccccn1 (configuration not stated)	11%
CC1=C(C)CC2(SC1)C(=O)N(c1ccccc1)N=C2N (configuration not stated)	-8%
Cc1ccccc1Nc1oc(-c2ccccc2)nc1-c1ccccc1F	1%
NC(=S)N/N=C/c1ccc(C(F)(F)F)cc1	2%
Cc1ccc(CS(=O)(=O)CCC(=O)O)cc1	-5%
CC(C)C(=O)N1CCN(c2cc(N3CCN(C)CC3)c(F)cc2[N+](=O)[O-])CC1	4%
NS(=O)(=O)c1ccc(NC(=O)COC(=O)C2(c3ccc(F)cc3)CCCC2)cc1	7%
O=c1[nH]c2ccc(N=Cc3c(O)ccc4cc(Br)ccc34)cc2[nH]1	2%
O=C(Nc1cccc(-c2ccccc2)c1)N1CCN(C(=O)Nc2cccc(-c3ccccc3)c2)CC1	3%[57.5 µM]
Cc1ccc(C(=O)NCC(=O)N/N=C/c2cccs2)cc1[N+](=O)[O-]	3%
O=C(Cc1ccc2c(c1)OCCO2)N1CCN(S(=O)(=O)c2cccs2)CC1	23%
N#C/C(=C(/O)CCl)c1nc2ccccc2[nH]1	-6%
CCC1=C2CC[C@H]3C(=O)N(C)C(=O)[C@H]3[C@H]2[C@@]2(C)C(=NCC(=O)OC)OC(=O)N2C1=O	-10%
O=C(NNC(=O)c1csc(-c2cnccc2C(F)(F)F)n1)c1ccc(C(F)(F)F)cc1	2%[57.5 µM]
O=S(=O)(c1ccccc1)N1CCC2(CCCN(c3ncccn3)C2)CC1	-4%
CCOc1ccc(-n2c(C)cc(/C=N/N(C)C)c2C)cc1	3%
CC1(C)CC(NC(=O)C23CCC(C)(C2Br)C3(C)C)CC(C)(C)N1 (configuration not stated)	8%[57.5 µM]
CCC(=O)N1CCN(c2ccc(NC(=S)NC(=O)c3cccc([N+](=O)[O-])c3)cc2)CC1	-10%
CCN(CC)S(=O)(=O)c1ccc(S(=O)(=O)N2CCN(C(=O)c3ccco3)CC2)cc1	6%
Cc1cccc(C)c1NC(=O)CSc1nnc(-c2cccnc2)o1	11%
CC(C(=O)NN=C(c1ccccc1)c1ccccc1)N1CCOCC1 (configuration not stated)	-5%
CCOc1ccc(CC2S/C(=N/N=C/c3ccco3)NC2=O)cc1 (configuration not stated)	0%[57.5 µM]
O=C(O)c1cnc(-c2ccccc2)nc1C(F)(F)F	-14%
Cc1nc2ccccc2c(=O)n1NC(=O)c1cncc(Br)c1	-3%
O=C(CN1C(=O)CCC1=O)Nc1ccc(Cc2ccc(NC(=O)CN3C(=O)CCC3=O)cc2)cc1	6%
SMILES	ERK EGF inh
CCOC(=O)N1CCN(C(=O)CCSc2ccc(C)cc2)CC1	6%
O=C(COC(=O)c1ccccc1Br)Nc1ccccc1F	-14%
Cc1ccc(C(=O)NCc2ccccn2)o1	4%
CC(C)Oc1ccc(/C=C/C(=O)NCC2COc3ccccc3O2)cc1 (configuration not stated)	?
O=C(Nc1cc(C(F)(F)F)cc(C(F)(F)F)c1)Nc1cnn(-c2ccc([N+](=O)[O-])cc2)c1C(F)(F)F	-14%[57.5 µM]
CSc1n[nH]c(/N=C/c2oc(O)c3ccccc23)n1	-8%
O=C(Nc1ccc(Cc2ccc(NC(=O)C3CC3)cc2)cc1)C1CC1	2%
CN(C)c1ccc(/C=N/NC(=O)CCc2nc3ccccc3[nH]2)cc1	8%[57.5 µM]
CCCCn1c(C)cc(/C=C(\C#N)C(=O)O)c1C	-7%
CC(C)COc1cccc(C(=O)NC(=S)Nc2cccc(NC(=O)c3ccccc3Cl)c2)c1	1%
COc1cc(N=Nc2cccc(S(N)(=O)=O)c2)c2ccccc2c1N	?
CC1CC1c1ccc(/C=C(\C#N)C(=O)Nc2ccccc2Cl)o1 (configuration not stated)	0%
CCOC(=O)C1(c2nc(N)cs2)COC(=O)C1 (configuration not stated)	7%
CCCCOc1ccc(NC(=O)C(=O)NCCCn2ccnc2)cc1	-6%
O=C(NCCF)[C@H]1C[C@@H]1[C@H](NP(=O)(c1ccccc1)c1ccccc1)c1ccccc1	3%&-1%
CCCOC(=O)c1ccc(Cl)c(NC(=O)c2cccnc2)c1	0%
Cc1ccc(N2C(=O)CS(=O)(=O)CC2=O)cc1	7%
CCCc1nnc(NC(=O)c2ccc([N+](=O)[O-])cc2)s1	4%
O=C(O)c1ccc2c(=O)n(-c3ccc(F)cc3)c(=S)[nH]c2c1	-5%[57.5 µM]
Cc1cc(C(=O)OCC(=O)N2CC(C)OC(C)C2)ccc1[N+](=O)[O-] (configuration not stated)	2%
Nc1nc(Nc2cccc(Cl)c2)nc(NCc2ccco2)c1[N+](=O)[O-]	?
CC(NC(=O)/C=C/c1ccco1)c1nc2ccccc2n1Cc1c(Cl)cccc1Cl (configuration not stated)	9%
CC(=O)OCC(=O)[C@]1(O)C(C)CC2C3CCC4=CC(=O)C=C[C@@]4(C)[C@]3(F)C(O)C[C@@]21C (some centres not stated)	9%
Cc1nc(SCC(=O)Nc2cccnc2Cl)nc(C)c1C	10%
Clc1ccc(-c2nnnn2-c2ccc(Cl)cc2)cc1	-18%[57.5 µM]
SMILES	ERK EGF inh
CCc1ccc(Nc2nnc(SCC(=O)NCCN3C(=O)CSC3=O)s2)cc1	5%
COC(=O)C1(C)Cc2cc(OC(C)=O)c(OC(C)=O)cc2N1 (configuration not stated)	-2%[57.5 µM]
Cc1cc(=O)[nH]c(N/N=C/c2ccc(C)o2)n1	-2%
Nc1nc(SCc2ccc(Br)cc2)[nH]c(=O)c1-c1ccccc1	7%[57.5 µM]
Cc1ccc(NC(=S)NNC(=O)c2cccc([N+](=O)[O-])c2)cc1Cl	12%[57.5 µM]
COc1ccc(/C=C2\C(=O)ON=C2c2cccc([N+](=O)[O-])c2)cc1	-1%
O=C(Nc1ccccc1)c1cc2ccccc2[nH]1	9%
COc1ccc(-c2nc(N)n(S(=O)(=O)c3ccc(C)cc3)n2)cc1	-4%
COc1ccc(OC)c(NC(=O)c2cc3oc4ccccc4c3cc2O)c1	-8%[57.5 µM]
Cc1c(NC(=O)CN2CCCC(C)C2)ccc2nsnc12 (configuration not stated)	3%
CCNC(=O)CSc1nc2cc([N+](=O)[O-])ccc2n1-c1cccc(C(F)(F)F)c1	-3%
O=C1c2ccccc2NC2(CCCCC2)N1N=C1CCCCC1	-7%
Cc1ccc(C(NC(=O)N2CCCC2)C(Cl)(Cl)Cl)cc1F (configuration not stated)	1%
CC1CCN(C(=O)Cn2c(=O)oc3ccccc32)CC1	-7%
CCN(C(=O)c1ccc(C)c(Br)c1)c1ccccc1	-2%
CN(C)C(=O)CSc1cnc2ccccc2n1	3%
CC(=O)Nc1nc2c(s1)C(=O)NCC(C)(C)C2	-4%[57.5 µM]
O=C(c1noc2c1CCCC2)N1CCc2c([nH]c3ccccc23)C1c1ccccn1 (configuration not stated)	1%
CCC/C=C(\CCC)C(NC(=O)c1ccc(C(F)(F)F)cc1)c1ccccc1 (configuration not stated)	-2%
CCOc1cccc(C(=O)c2ccc(O)c(O)c2O)c1	-2%
N#C/C(=C\c1cccn1-c1ccccc1)C(=O)NC1CCCCC1	1%
CC(C)OC(=O)C(C(=O)C(F)(F)F)c1cc(NS(=O)(=O)c2ccc3ccccc3c2)c2ccccc2c1O (configuration not stated)	6%
Cc1nnc(SCC2=C(C(=O)O)N3C(=O)[C@@H](NC(=O)Cn4cnnn4)[C@H]3SC2)s1	2%[57.5 µM]
CCOC(=O)COc1c(Br)cc(C2NC(=O)NC(C)=C2C(C)=O)cc1OC (configuration not stated)	3%
CCC(=O)NC(Nc1ncc(C)s1)(C(=O)OC)C(F)(F)F (configuration not stated)	-3%
SMILES	ERK EGF inh
CCOc1ccc2nc(NC(=O)c3ccc(OCC4CCCO4)cc3)sc2c1 (configuration not stated)	1%
COC(=O)Nc1nn(-c2ccc(OC)cc2)c(=O)c(C#N)c1C	-13%
COc1cc(OC)c(OC)cc1/C=N/Nc1nc2ccccc2[nH]1	8%[57.5 µM]
COc1ccc([N+](=O)[O-])cc1NC(=O)Cc1ccccc1Cl	6%
O=C(COc1ccc([N+](=O)[O-])cc1Cl)N1CCOCC1	7%[57.5 µM]
CC1=C(C(=O)NCc2ccc(Cl)cc2)C2(CCC(C)CC2)OC1=O (configuration not stated)	0%[57.5 µM]
Cn1cc(CNCc2ccccc2OCC(O)CN2CCc3ccccc3C2)cn1 (configuration not stated)	-11%
O=C(N/N=C/C(Br)=C/c1ccccc1)c1cccnc1	7%[57.5 µM]
N=C1C(c2nc3ccccc3s2)=C(O)CN1c1ccccc1	-15%
CC1(OC(=O)c2cccs2)C(=O)C=C2C=C3CCCN3C=C2C1=O (configuration not stated)	-6%[57.5 µM]
COC(=O)c1nc(-c2ccccc2)oc1N1CCOCC1	?
NNC(=O)c1sccc1OCc1ccc(Cl)cc1Cl	-20%
CCOC(=O)C1=C(C)NC(=O)NC1c1ccc(F)cc1 (configuration not stated)	7%
Cc1cc(N2CCN(C)CC2)n2nc(-c3ccc(Cl)cc3)nc2n1	-4%[57.5 µM]
Cc1nn(C)cc1CNC(=O)c1cccc(F)c1	-4%
Cn1c(COc2ccc(Br)cc2)nnc1SC1CCc2ccccc2C1=O (configuration not stated)	0%
O=C(c1ccc(S(=O)(=O)NCC2CCCO2)cc1)N1CCN(c2ccccc2F)CC1 (configuration not stated)	17%
CCCCC[C@H](O)/C=C/[C@H]1OC(O)C[C@H](O)[C@@H]1C/C=C\CCCC(=O)O (some centres not stated)	3%
O=C(CN1CCN(c2ccc(F)cc2)CC1)Nc1ccccc1[N+](=O)[O-]	?

Screening results (PubChem)
